PLCb3 inh – blocks human PLC-beta3 enzyme activity; Q01970; Purified PLC-beta3, fluorogenic substrate, fluorescence; inhibition, % at 12.2 µM; 370,000 tested, 0.18% active; in the data active means inhibition above about 11%;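 further: 0% = median of compound wells on plate and 100% = full blocker control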
DDE Tn6 FP inh – DD(E)-Tn6 binding inhibition, primary FP screen. 370,000 tested, 0.21% active. inhibition, % at 8.3 µM. AID 720509. Fibrin DD(E) TRITC-Tn6 fluorescence polarization displacement;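 active means inhibition above a per-campaign cutoff: mean of compounds within control limits plus 3 SD, cut at about 15% in these data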;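 further: 0% = median of all compound wells on the plate and 100% = blocking peptide control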
PLC-gamma1 inh – inhibitors of human phospholipase C gamma1; 370,000 tested, 0.84% active; inhibition, % at 12.2 µM; AID 720700; purified PLC-gamma1, fluorogenic substrate, fluorescence; in the data active means inhibition above about 9.5%
ASAP1 GAP inh – ASAP1 ArfGAP inhibition | inhibition, % at 16.5 µM | ASAP1-stimulated ARF1 GTP hydrolysis, GDP FP detection | AID 624377 | 360,000 tested, 0.19% active; in the data active means inhibition above about 25%;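 further: 0% = vehicle with enzyme and substrate and 100% = no enzyme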
Target sequence (Q9ULH1 325-724 limits assumed): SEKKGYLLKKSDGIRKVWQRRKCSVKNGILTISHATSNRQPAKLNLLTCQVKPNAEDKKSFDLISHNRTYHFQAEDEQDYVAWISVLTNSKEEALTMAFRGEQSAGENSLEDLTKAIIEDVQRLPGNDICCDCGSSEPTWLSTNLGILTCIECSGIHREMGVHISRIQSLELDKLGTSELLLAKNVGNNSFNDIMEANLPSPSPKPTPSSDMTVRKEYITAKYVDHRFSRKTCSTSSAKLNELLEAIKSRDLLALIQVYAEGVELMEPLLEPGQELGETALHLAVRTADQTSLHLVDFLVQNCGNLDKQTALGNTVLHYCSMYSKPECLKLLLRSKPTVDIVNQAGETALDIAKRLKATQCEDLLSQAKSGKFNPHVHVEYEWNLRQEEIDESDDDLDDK
Tn7 DDE FP – DD(E)-Tn7 binding inhibition, primary FP screen; FP displacement of FITC-Tn7 peptide from fibrin DD(E); 0% = median of compound wells per plate; inhibition, % at 8.3 µM; 370,000 tested, 0.13% active;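 active means inhibition above the mean of compounds falling within the control limits plus 3 SD of them, cut at about 14% in these data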;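 further: 0% = plate median of compound wells and 100% = 10 µM Aha-Tn7 peptide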
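system = human fibrin DD(E) protein | quantity = DD(E) 2 µM final | medium = Tris/NaCl/CaCl2 buffer, pH 7.8 | also added = labelled Tn7 tracer, 0.1 µM | compound dosing = single point at 8.3 µM | timing = compound with protein 10 min, then 3 h after probe, room temperature | signal = FP measurement | benchmarks = Aha-Tn7 high control | repeats = one replicate per compound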
sPLA2-III inh – Blocks human group III sPLA2 activity. Q9NZ20. QFRET BODIPY PC-A2 liposome hydrolysis, fluorescence. inhibition, % at 12.2 µM. 370,000 tested, 0.56% active. AID 743126;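 active means inhibition above mean plus 3 SD of compounds lying within the high and low control bounds, cut at about 19% in these data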;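 further: 0% = median of test compound wells and 100% = no enzyme DMSO wells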
ARFGAP1 inhibitor – inhibits rat ARF GTPase activating protein 1; Q62848; Arfgap1-stimulated ARF1 GTP hydrolysis, GDP FP detection; inhibition, % at 16.5 µM; 360,000 tested, 0.26% active; AID 651572;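 active means inhibition above a per-plate limit, mean inhibition of low control wells plus 3 SD, cut at about 25% in these data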;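 further: 0% = DMSO wells with enzyme and 100% = wells lacking Arfgap1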
Target sequence (Q62848 1-136 limits assumed): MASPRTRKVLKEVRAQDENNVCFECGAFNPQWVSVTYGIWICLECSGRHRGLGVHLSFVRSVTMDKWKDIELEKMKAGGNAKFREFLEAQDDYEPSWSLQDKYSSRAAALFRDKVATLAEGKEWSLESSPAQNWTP
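Material – truncated rat Arfgap1 GAP domain · Buffer or medium – HEPES-based buffer, pH 7.5 · Reagent – human ARF1(Δ1-17)-GTP substrate · Dosing – 16.5 µM single point, 1.26% DMSO · Schedule – GTP hydrolysis reaction 2 h at 25 °C · Technique – GDP detection by fluorescence polarization · Benchmarks – No-Arfgap1 wells (100%) versus DMSO full-reaction wells (0%) · Repeats – single replicate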
Rev-erbA mod – modulators of human Rev-erb alpha DNA binding | AID 1259318 | P20393 | Rev-erbα–FITC-DNA binding, fluorescence polarization, 90 min | activity, % at 10 µM | 370,000 tested, 0.79% active;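 active means activity above about 14%, limit read from the data; passing the limit was not always enough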;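 further: 0% = DMSO wells with 35 nM protein and 100% = DMSO wells with 750 nM protein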
UHRF1 binding – human UHRF1 methylated DNA binding inhibitors. Q96T88. UHRF1 binding to methylated oligo, TR-FRET. inhibition, % at 4.4 µM. 370,000 tested, 0.75% active. AID 687016; in the data active means inhibition above about 21%;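 further: UHRF1 SRA domain binding a hemimethylated CpG hairpin DNA probe; 0% = median of test compound wells and 100% = reference inhibitor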
KLK7 zymogen act – activates the human kallikrein-7 zymogen; purified proKLK7, EDANS-DABCYL substrate fluorescence; 100% is mature enzyme control, 0% vehicle; activation, % at 7 µM; 370,000 tested, 0.9% active;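 active means activation above the mean of all tested compounds plus 3 SD, computed per campaign excluding outliers beyond control limits, cut at about 13% in these data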
Target sequence (P49862 whole entry, looked up): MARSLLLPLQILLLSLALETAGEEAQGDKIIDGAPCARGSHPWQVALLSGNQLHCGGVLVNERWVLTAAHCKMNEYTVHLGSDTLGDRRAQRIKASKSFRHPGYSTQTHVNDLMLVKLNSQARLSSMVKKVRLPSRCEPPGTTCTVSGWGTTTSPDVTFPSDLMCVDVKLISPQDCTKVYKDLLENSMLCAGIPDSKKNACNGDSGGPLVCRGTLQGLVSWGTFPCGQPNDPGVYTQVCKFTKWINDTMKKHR
Numbers without * were called inactive; · = not tested or not shown.

mol	ARFGAP1 inhibitor	PLC-gamma1 inh	DDE Tn6 FP inh	sPLA2-III inh	ASAP1 GAP inh	KLK7 zymogen act	Rev-erbA mod	PLCb3 inh	UHRF1 binding	Tn7 DDE FP
CCC(C)N(C(=O)Cn1c(=O)cnc2ccccc21)C1CCS(=O)(=O)C1 (configuration not stated)	-10	-27	0	8	-6	1.4	2	-21	0	1
COc1cccc(C2CC(c3cccs3)=NN2S(C)(=O)=O)c1 (configuration not stated)	-5	-2	-9	-4	-3	-0.2	3	-2	-3	5
CC(C)NC(=O)NNC(=O)c1nn(-c2ccc(F)cc2)ccc1=O	1	-2	-5	11	3	-0.3	-1	-5	-3	3
COc1ccc(S(=O)(=O)N2CCOCC2)cc1NC(=O)c1cc(C)oc1C	-3	0	-8	0	-6	0.3	0	-2	20	-2
C=CCN1[C@H](C#N)[C@@H](c2ccc(C#Cc3cccc(OC)c3)cc2)[C@H]1CO	·	-18	-1	-2	·	-0.3	-2	-23	17	5
Cn1c(=O)oc2cc(S(=O)(=O)NCc3cccnc3)ccc21	-6	1	7	0	0	0.2	0	-4	-2	2
O=S(=O)(Nc1ccc(-c2ccc3nncn3n2)cc1)c1ccc(Cl)s1	5	-157	-4	-14	6	1.0	3	-167	-1	1
CC(C)Oc1cc(NC(=O)CS(=O)CC(=O)Nc2cccc(C(F)(F)F)c2)c(Cl)cc1Cl (configuration not stated)	17	-1	-5	-16	14	-0.5	·	-1	0	-1
Cc1ccc(C(=O)N[C@H](C(=O)Nc2ccc(F)cc2)C(C)C)cc1	-8	1	8	-5	-13	0.4	7	-5	-2	2
Cc1cc(N)n(-c2ccc3ccccc3c2)n1	-4	1	9	11	-9	0.0	-6	5	-3	-5
CCOC(=O)N1CCC(NCc2c(C(=O)N(C)Cc3ccccc3)nc3ccccn23)CC1	10	1	0	-1	5	0.3	-3	0	4	0
C/C(N)=C(/C#N)C(=O)COC(=O)c1cc(-c2ccc(C)cc2)nc2ccccc12	3	0	3	4	-9	-1.5	-6	-6	3	-2
O=C1c2ccccc2C2N1CCCN2C(=O)c1sc2ccccc2c1Cl (configuration not stated)	5	8	4	2	2	-0.1	10	5	3	-1
O=C(Nc1nnc(SCCN2CCOCC2)s1)C1CC(=O)N(c2ccccc2)C1 (configuration not stated)	7	0	1	3	3	0.2	-2	-7	-1	2
O=C(NCCc1ccccc1)c1ccc2nc3cc(Cl)ccc3c(=O)n2c1	-11	-29	-1	2	-13	0.1	4	-44	-6	1
COC(=O)C1(C(=O)OC)Cc2ccccc2N(S(=O)(=O)c2ccc(C)cc2)C1CC(C)=O (configuration not stated)	2	4	4	3	3	0.5	6	2	2	-8
CC1=C(c2ccccc2)[N+](=O)C2(CCCCC2)N1[O-]	8	2	-7	-1	0	0.1	4	-1	0	-1
CC(C)C(=O)c1cn(CC(=O)O)c2ccccc12	-2	-5	5	-2	-6	-1.0	-2	1	-1	-1
COc1ccc(N(C(=O)C(C)C)S(=O)(=O)c2cccc3cccnc23)cc1	-13	5	0	-14	11	0.2	1	5	2	-6
CNC(=S)N/N=C/c1cc(C)n(-c2ccc(Cl)c(Cl)c2)c1C	24	-10	1	10	3	0.1	1	-11	0	0
Oc1ccc(Oc2ncc(Cl)cc2Cl)cc1	5	3	3	-5	5	0.2	-1	-1	-3	-8
COc1ccc(CCN2C(=O)c3ccccc3C2(O)c2ncc[nH]2)cc1OC (configuration not stated)	12	4	2	1	17	0.1	-1	1	0	0
N#Cc1ccccc1CSCCNC(=O)Cc1c(F)cccc1Cl	4	-4	-3	-5	-5	0.2	0	-9	-1	2
COc1ccc(NC(=O)CN2C(=O)C(C)Oc3ccccc32)cc1 (configuration not stated)	4	0	-1	-1	2	0.2	9	1	3	5
CCOc1ccc(NC(=O)C2CCC(CNc3c(N4CCCCC4)c(=O)c3=O)CC2)cc1 (configuration not stated)	4	3	-3	0	18	-0.1	-4	-4	-2	1
O=[N+]([O-])c1cccc(C(=Nc2ccccc2Cl)NO)c1	-2	1	7	-1	8	-0.6	-3	3	0	2
CC(=O)c1ccc(OCc2cc(C(=O)N(C)Cc3cc(C)no3)no2)cc1	6	1	6	1	-8	-0.2	4	-6	0	2
COc1ccc(Cl)cc1Nc1nc(NCCO)nc(N2CCCCC2)n1	4	3	-5	-17	11	-0.3	5	4	-7	-3
O=S1(=O)N[C@@H](Cc2ccccc2)COc2cccc(NCCO)c21	-7	-1	3	2	-15	-0.3	4	0	10	13
Cc1ccc(N)c(C(=O)CCCCC(=O)O)c1	-10	-18	6	4	-4	-0.4	0	-25	0	-3
CC(C)(C)NC(=O)CN(C(=O)C(=O)Nc1ccc2c(c1)OCCO2)C1CC1	-4	1	-4	1	-1	-0.1	-5	-2	0	0
COc1ccc(NC(=O)CC2Sc3ncnn3C2=O)cc1 (configuration not stated)	1	1	-1	3	-1	-0.2	0	-1	2	-2
O=c1nc2ccccc2c2n1CC(CN1CCN(C(c3ccccc3)c3ccccc3)CC1)N2 (configuration not stated)	-7	4	5	0	18	-0.6	0	2	2	-5
CCCCn1c(N)c(N(CCOC)C(=O)c2ccc(C)c(S(=O)(=O)N3CCOCC3)c2)c(=O)[nH]c1=O	-6	0	1	-1	-7	-0.2	-8	-6	0	0
O=C(CN1C(=O)NC2(CCCC2)C1=O)N1CCN(S(=O)(=O)c2cccc(F)c2)CC1	-1	5	-2	5	8	-0.5	-5	-5	4	-11
O=C(O)c1ccc(-c2nnn(Cc3cccc(C(F)(F)F)c3)n2)cc1	0	4	-10	4	7	-0.2	1	2	-2	-1
CC1CN(C(=O)c2cc(S(=O)(=O)N3CCCC3)ccc2Cl)CC(C)O1 (configuration not stated)	-2	4	-1	4	5	-0.2	6	-2	0	7
O=C(/C=C/c1ccco1)OCC(=O)c1cccc([N+](=O)[O-])c1	-4	5	1	-23	9	-0.3	1	0	-1	-3
COCCNC(=O)C1(C)CCN(C(=O)/C=C/c2ccccc2)C1 (configuration not stated)	-2	0	-4	1	-13	0.3	-4	4	2	9
CCN(Cc1ccccc1)C(c1ccc(C)cc1)c1nnnn1C(C)(C)C (configuration not stated)	-12	0	-1	3	-4	-1.0	-3	-3	-1	4
CCOc1ccc(NC(=O)CCSc2ccc3ccccc3n2)cc1	-6	1	-9	-6	7	-0.7	82*	7	4	-5
CC1(c2nnc(Cc3ccccc3)o2)CC(c2ccc([N+](=O)[O-])cc2)=NO1 (configuration not stated)	15	1	-4	-3	8	0.2	-2	5	0	0
CN(C)c1cc(-c2cccc(C(F)(F)F)c2)oc(=O)c1Cl	18	2	-6	11	-3	0.3	-3	-6	8	0
COc1ccc(S(=O)(=O)N(CC(=O)NC2CCCC2)c2ccccc2OC)cc1	3	-1	0	1	-18	-0.7	5	-2	-3	12
O=S(=O)(c1ccccc1)N1N=C(c2cccs2)CC1c1ccc(F)cc1 (configuration not stated)	-9	4	5	7	1	-0.1	7	12*	2	6

Entries above containing fluorine:
mol	ARFGAP1 inhibitor	PLC-gamma1 inh	DDE Tn6 FP inh	sPLA2-III inh	ASAP1 GAP inh	KLK7 zymogen act	Rev-erbA mod	PLCb3 inh	UHRF1 binding	Tn7 DDE FP
CC(C)NC(=O)NNC(=O)c1nn(-c2ccc(F)cc2)ccc1=O	1	-2	-5	11	3	-0.3	-1	-5	-3	3
CC(C)Oc1cc(NC(=O)CS(=O)CC(=O)Nc2cccc(C(F)(F)F)c2)c(Cl)cc1Cl (configuration not stated)	17	-1	-5	-16	14	-0.5	·	-1	0	-1
Cc1ccc(C(=O)N[C@H](C(=O)Nc2ccc(F)cc2)C(C)C)cc1	-8	1	8	-5	-13	0.4	7	-5	-2	2
N#Cc1ccccc1CSCCNC(=O)Cc1c(F)cccc1Cl	4	-4	-3	-5	-5	0.2	0	-9	-1	2
O=C(CN1C(=O)NC2(CCCC2)C1=O)N1CCN(S(=O)(=O)c2cccc(F)c2)CC1	-1	5	-2	5	8	-0.5	-5	-5	4	-11
O=C(O)c1ccc(-c2nnn(Cc3cccc(C(F)(F)F)c3)n2)cc1	0	4	-10	4	7	-0.2	1	2	-2	-1
CN(C)c1cc(-c2cccc(C(F)(F)F)c2)oc(=O)c1Cl	18	2	-6	11	-3	0.3	-3	-6	8	0
O=S(=O)(c1ccccc1)N1N=C(c2cccs2)CC1c1ccc(F)cc1 (configuration not stated)	-9	4	5	7	1	-0.1	7	12*	2	6

Screening data from PubChem BioAssay.
